# GAA glycogen: inhibitors or activators of human alpha-glucosidase glycogen cleavage | recombinant GAA, glycogen substrate, Amplex Red glucose oxidase fluorescence | Potency, µM (doses to about 76.4 µM), inactives show at the top dose activity change, negative = inhibition, actives largely listed as inhibitors | actives 0.38% (n = 300,000) | AID 2100 | P10253; active = well fitted inhibition curve with a large enough effect; inconclusive = small, poorly fitted or top-dose-only effect, or another doubt; inactive = no such curve, though single readings can be large or run the other way;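 also: 0% = full enzyme reaction and -100% = no-enzyme basal signal; the screen sought inhibitors and activators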
#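 qHTS, 1536-well; enzyme 4 nM final; cpd up to 77 uM; substrate bovine liver glycogen 30 ug; 50 mM citrate/phosphate pH 5.0, 0.01% Tween-20; 37 C, 40 min; Amplex Red detection 45 min RT; Hill fit → AC50.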
# * hit, by the source's call; u = inconclusive; [ ] = dose if it differs, or a comment. Potency is read from the fitted curve at half-maximal effect. A portion of the library; the hit share may differ from the screen's.
GAA glycogen	Compound
-8.7%	CSc1nccc(NC(=O)c2ccc(C(C)(C)C)cc2)n1
-11.8%[76.3 µM]	COc1ccccc1C(CNC(=O)c1cccc(S(=O)(=O)Nc2ccc(C)cc2)c1)N(C)C (stereo not drawn)
-0.8%[76.3 µM]	COCCNC(=O)COc1coc(CN2CCN(Cc3ccccc3)CC2)cc1=O
-4.4%[76.3 µM]	O=C(CCCn1cncn1)N1CCCC(Nc2ccc(F)cc2)C1 (stereo not drawn)
5.0%[76.3 µM]	CC1CC(C)CN(C(=O)CCCn2c(=O)c3cccn3c3cccnc32)C1 (stereo not drawn)
-6.7%[76.3 µM]	Cc1ccc2[nH]c(C(=O)N3CCCCC3)cc2c1
u	CC(=O)Nc1ccc(S(=O)(=O)Nc2nc3ccccc3nc2Nc2ccc(O)c(C(=O)O)c2)cc1
2.1%[76.3 µM]	COc1ccc(-n2c(SCC(=O)N(C)c3ccccc3)nc3c([nH]c4ccccc43)c2=O)cc1OC
-13.9%[76.3 µM]	COc1cc(C(=O)N2CCC3(CC2)NCCc2[nH]cnc23)cc(OC)c1OC
-3.7%	O=C(CCc1ccccc1)NCC1(c2ccccc2)CCCC1
-12.1%[76.3 µM]	Cc1ccc(CNC(=O)C2CCC(=O)N(CCc3cccc(F)c3)C2)s1 (stereo not drawn)
-3.8%	Cc1nnc2sc(-c3cccc(F)c3)nn2c1=O
-4.5%[76.3 µM]	Cc1ccccc1C(=O)NN1CC(C(=O)OCc2ccc(Cl)c(Cl)c2)CC1=O (stereo not drawn)
-2.4%[76.3 µM]	Cc1nc2c(sc(=S)n2Cc2ccco2)c(=O)n1CC(=O)Nc1ccc(F)cc1
-5.1%[76.3 µM]	Cc1cc(S(=O)(=O)N2CCc3ccccc3C2)ccc1F
-3.0%[76.3 µM]	O=S(=O)(NCC1CCCN(Cc2ccccc2O)C1)c1cccc2cccnc12 (stereo not drawn)
-2.3%	Cc1ccc(C)c(N(C)S(=O)(=O)c2ccc3c(c2)oc(=O)n3C)c1
-2.1%[76.3 µM]	COc1ccc(NC(=O)CSc2nc3ccsc3c(=O)n2CCC(=O)O)c(OC)c1
-4.6%	COc1ccccc1OCC(=O)Nc1ccc(S(=O)(=O)Nc2onc(C)c2C)cc1
0.6%	O=C(CN(Cc1ccccc1)C(=O)CNS(=O)(=O)c1ccc(Cl)cc1)NCC1CCCO1 (stereo not drawn)
21.3%[76.3 µM]	Cc1oc2c(C)c3oc(=O)c(CC(=O)N[C@@H](CC(C)C)C(=O)N[C@@H](Cc4ccccc4)C(=O)O)c(C)c3cc2c1C
11.4%[76.3 µM]	O=C(NCCc1ccc(Cl)cc1)c1cc(S(=O)(=O)N2CCCCC2)c[nH]1
-13.5%[76.3 µM]	Cc1ccc(OCCn2cncn2)c([N+](=O)[O-])c1
-23.3%[76.3 µM]	Cc1c(CN2CCN(CC(C)C)C(CCO)C2)[nH]c2ccc(Cl)cc12 (stereo not drawn)
-1.4%	Cc1c(N(C)S(=O)(=O)c2cccc(C(=O)NC(C)C)c2)c(=O)n(-c2ccccc2)n1C
0.5%[76.3 µM]	CN1C(=O)C(C)(C)c2cc(S(=O)(=O)N3CCC(C(=O)NCc4ccccc4Cl)CC3)ccc21
-11.8%[76.3 µM]	Cc1[nH]c2ccccc2c1-c1csc(N)n1
1.8%	CCN1CCc2nc3sc(C(=O)N4CCc5ccccc5C4)c(N)c3cc2C1
1.8%	O=C(CCNC(=O)c1ccccc1Cl)NCCc1ccc(C(F)(F)F)cc1
-3.4%[76.3 µM]	COC(=O)c1ccc(/C=N\N2CCN(c3ccccc3)CC2)cc1
1.5%[76.3 µM]	CN1CCN(C(=O)C2CCCN(c3ncnc4c3nc3n4CCCCC3)C2)CC1 (stereo not drawn)
-8.6%[76.3 µM]	CC(=O)NCCC1CCCCN1C(=O)c1cc(COc2cc(C)ccc2C)on1 (stereo not drawn)
-5.9%[76.3 µM]	CCCCc1cn(C[C@H]2CC[C@@H]([C@@H]3CC[C@H](Cn4cc(CCCC)nn4)O3)O2)nn1
4.5%[76.3 µM]	O=C(CCC(=O)Nc1ccc(Cl)cc1)N/N=C/c1ccc2c(c1)OCO2
-27.4%[76.3 µM]	COc1ccccc1Nc1nc(-c2sc(N)nc2C)cs1
5.4%[76.3 µM]	OCCN(CCCn1c(C(F)(F)F)nc2ccccc21)c1nc(CN2CCCCC2)cs1
-5.9%	CCN1CCN(C(=O)c2cc3c(OC)c(OC)c(OC)cc3[nH]2)CC1
3.0%	O=C(NCc1ccccc1)C(c1ccccc1)N(C(=O)c1csnn1)c1ccccc1 (stereo not drawn)
6.6%[76.3 µM]	COc1ccccc1OCc1nnc(SCC(N)=O)n1-c1ccccc1
4.1%[76.3 µM]	Cc1nn(Cc2noc(C(=O)NC3CCC(C)CC3)n2)c(C)c1Br (stereo not drawn)
-1.4%[76.3 µM]	CC(C)[C@H](NC(=O)[C@@H]1CSC2c3ccccc3C(=O)N21)C(=O)N1CCCCC1 (stereo partly drawn)
-1.2%[76.3 µM]	CC(C)NC(=O)C(=O)Nc1cc2c3c(c1)CCC(=O)N3CCC2
0.5%[76.3 µM]	Cc1ccc(-c2nc(S(=O)(=O)c3ccc(C)cc3)c(N(C)C)o2)cc1
-9.1%	CN(C)C(CNC(=O)CNC(=O)Cc1cccc2ccccc12)c1ccccc1 (stereo not drawn)
-10.4%[76.3 µM]	Cc1cc(C(=O)Nc2ccc3c(c2)OCO3)no1
6.5%[76.3 µM]	Cc1cc(C)c(C)c(OCCn2ccnc2)c1
5.0%	Cc1cccc(NC(=O)CCCC(=O)OC(C)C(=O)c2ccccc2)c1 (stereo not drawn)
1.5%[76.3 µM]	O=C(CCN1C(=O)[C@@H]2Cc3ccccc3CN2C1=O)NCc1ccccc1Cl
-17.1%[76.3 µM]	CC1CN(S(=O)(=O)c2cccc(C(=O)OC(C)C(=O)NC3CCCCC3C)c2)CC(C)O1 (stereo not drawn)
-15.1%[76.3 µM]	O=C(Nc1ccc(CN2CCOCC2)cc1)c1cc(Cl)ccc1Cl

# In the list so far, these have a furan ring, fused or not.
GAA glycogen	Compound
-2.4%[76.3 µM]	Cc1nc2c(sc(=S)n2Cc2ccco2)c(=O)n1CC(=O)Nc1ccc(F)cc1
21.3%[76.3 µM]	Cc1oc2c(C)c3oc(=O)c(CC(=O)N[C@@H](CC(C)C)C(=O)N[C@@H](Cc4ccccc4)C(=O)O)c(C)c3cc2c1C

# Three records drawn at random from those above:
GAA glycogen	Compound
-1.2%[76.3 µM]	CC(C)NC(=O)C(=O)Nc1cc2c3c(c1)CCC(=O)N3CCC2
-3.4%[76.3 µM]	COC(=O)c1ccc(/C=N\N2CCN(c3ccccc3)CC2)cc1
-1.4%[76.3 µM]	CC(C)[C@H](NC(=O)[C@@H]1CSC2c3ccccc3C(=O)N21)C(=O)N1CCCCC1 (stereo partly drawn)

# A different layout for two compounds above:
> Cc1cc(C(=O)Nc2ccc3c(c2)OCO3)no1
  GAA glycogen: -10.4%[76.3 µM]

> CN1CCN(C(=O)C2CCCN(c3ncnc4c3nc3n4CCCCC3)C2)CC1 (stereo not drawn)
  GAA glycogen: 1.5%[76.3 µM]

# Carrying on.
GAA glycogen	Compound
-1.1%	Cc1ccc(S(=O)(=O)N(CC(=O)NCc2ccco2)c2ccccc2C)cc1
-8.1%[76.3 µM]	O=C1CCCCN1CCC(=O)N1CCCC(Nc2ccc(F)c(F)c2)C1 (stereo not drawn)
-3.2%[76.3 µM]	CCOc1ccc(C(C)NC(=S)NCc2ccc(F)cc2)cc1 (stereo not drawn)
17.2%[76.3 µM]	CC(CCOS(N)(=O)=O)c1ccccc1 (stereo not drawn)
4.2%	Cc1ccc(NC(=O)/C(=C\c2ccco2)NC(=O)c2ccco2)cc1
-11.6%[76.3 µM]	Cc1cc(=O)oc2c(C)c(OCC(=O)N3CCN(c4ccccc4)CC3)ccc12
0.3%	O=C(CSc1nc2ccc(NC(=O)c3ccccc3C(=O)O)cc2s1)Nc1c(Cl)cccc1Cl
8.0%[76.3 µM]	CCCCCCCNC(=O)C1(CC2CC(c3ccc(Cl)cc3)=NO2)CCN(C(=O)C2(C)CC2)CC1 (stereo not drawn)
17.9%[76.3 µM]	CCOc1ccc(/C=C/C(=O)c2c(O)cc(C)oc2=O)cc1
4.2%	C[C@]12C=CC(=O)C=C1CC[C@@H]1C2[C@@H](O)C[C@@]2(C)C1CC[C@]2(O)C(=O)COC(=O)CCC(=O)O (stereo partly drawn)
-6.4%[76.3 µM]	COc1ccc(Cc2nnc(NC(=O)c3ccccc3F)s2)cc1
-8.6%[76.3 µM]	COc1ccc(N(CC(=O)Nc2ccc(F)c(F)c2)S(=O)(=O)c2c(C)[nH]c(=O)[nH]c2=O)cc1
9.1%[76.3 µM]	CC(=O)c1ccc(NS(=O)(=O)c2cccc(C(=O)Nc3ccccc3C(=O)O)c2)cc1
-3.6%[76.3 µM]	Cc1ccc(OCC(=O)N/N=C2\CC(=O)CC(C)(C)C2)c(Br)c1
-4.2%[76.3 µM]	CCC(C)(C)NC(=O)C(c1ccc(OC)cc1)N(C(=O)CCC(=O)Nc1cc(C)on1)c1ccccc1F (stereo not drawn)
-0.7%	O=S(=O)(c1ccccc1)N(Cc1ccccn1)Cc1ccccn1
-0.6%[76.3 µM]	COc1ccc(CCCNC(=O)C2CCC(=O)N(Cc3ccccc3F)C2)cc1 (stereo not drawn)
-7.5%	COc1ccc(N2CCN(Cc3csc(C)c3-c3ccc(C)cc3)CC2)cc1
3.1%[76.3 µM]	COc1ccc(CCN2CC(C(=O)NCCN3CCOC3=O)CCC2=O)cc1 (stereo not drawn)
-6.3%[76.3 µM]	C=Cn1cc[n+](CC(=O)c2ccc(-c3ccccc3)cc2)c1
-2.6%	Cc1ccccc1-c1nc(C#N)c(N2CCCCC2)o1
-12.5%[76.3 µM]	Nc1nnc(SCC(=O)NC2CCCC2)s1
-3.9%[76.3 µM]	CCN(CC)S(=O)(=O)c1ccc(N2CC(C(=O)NCc3cccnc3)CC2=O)cc1 (stereo not drawn)
-4.9%	CC(NC(=O)C1CCCN1S(=O)(=O)c1ccccc1)c1ccccc1 (stereo not drawn)
1.5%[76.3 µM]	Cc1ccc(NC(=O)C2COc3ccccc3O2)c(C)c1 (stereo not drawn)

# Three successive compounds already listed:
GAA glycogen	Compound
-1.1%	Cc1ccc(S(=O)(=O)N(CC(=O)NCc2ccco2)c2ccccc2C)cc1
-8.1%[76.3 µM]	O=C1CCCCN1CCC(=O)N1CCCC(Nc2ccc(F)c(F)c2)C1 (stereo not drawn)
-3.2%[76.3 µM]	CCOc1ccc(C(C)NC(=S)NCc2ccc(F)cc2)cc1 (stereo not drawn)

# (next part)
GAA glycogen	Compound
6.3%	Cc1ccc(CNC(=O)C(c2ccccc2)c2ccccc2)cc1
1.6%[76.3 µM]	NC1=NC(=O)C(Cc2ccc(Br)cc2)S1 (stereo not drawn)
-1.4%[76.3 µM]	CCOc1ncccc1C(=O)Nc1c(C)n(C)n(-c2ccccc2)c1=O
0.5%	CCn1c(CC(=O)Nc2ccccc2F)nnc1SCC(=O)NC1CCCCC1
1.2%[76.3 µM]	CC1CC1C(=O)Nc1nc2ccc(S(C)(=O)=O)cc2s1 (stereo not drawn)
4.0%	Cc1cccc(-n2ccc(=O)c(C(=O)O)n2)c1
-3.4%[76.3 µM]	CC(C)CC(OC(=O)c1ccc(Cl)nc1)C(=O)NC1CCCC1 (stereo not drawn)
8.5%[76.3 µM]	CN(C)S(=O)(=O)c1ccc(C(=O)OCCN=C2NS(=O)(=O)c3ccccc32)cc1
-14.6%[76.3 µM]	CCCNC(=O)Cn1c(=O)n(CC(=O)N2CCCCC2)c(=O)c2sccc21
12.2%[76.3 µM]	CC(C)(C)c1cc(CCC(=O)NCCc2ccccn2)cc(C(C)(C)C)c1O
-20.1%	COc1ccccc1CNC(=O)CCCNC(=O)Cn1cnc2sc(C)c(C)c2c1=O
-1.8%[76.3 µM]	COc1ccc(CN(C(=O)c2oc3ccc(F)cc3c2C)C2CCS(=O)(=O)C2)cc1 (stereo not drawn)
0.3%[76.3 µM]	CCOC(=O)C1(Cc2cccc(Cl)c2)CCCN(C(=O)c2ccco2)C1 (stereo not drawn)
18.1%[76.3 µM]	OCC[C@@H]1C[C@H](O)[C@@H](O)[C@@]2(OCc3ccccc32)O1
u	C/C(=N\NS(=O)(=O)c1ccc([N+](=O)[O-])cc1)c1c[nH]c2ccccc12
-6.4%[76.3 µM]	CCCCc1nc2cc(C(=O)N(C)CCc3cn[nH]c3)ccc2o1
6.1%[76.3 µM]	COc1ccccc1/C=C(/NC(=O)c1ccccc1)C(=O)NCCN1CCOCC1
-7.4%	O=c1[nH]c(C2CCN(S(=O)(=O)c3ccccc3C(F)(F)F)CC2)nc2c1nnn2Cc1cccc(F)c1
u	Clc1cccc(-c2sc(Nc3ccccc3)n[n+]2-c2ccccc2)c1Cl
-11.3%[76.3 µM]	COc1ccccc1CC(=O)N1CCCc2cc(C)ccc21
2.9%	COCc1cc(C)nc(NC2CC(C)(C)NC(C)(C)C2)c1C#N
0.9%[76.3 µM]	CCc1nnc(NS(=O)(=O)c2ccc(NC(=O)c3ccc(Br)cc3)cc2)s1
12.4%	O=C(NC1CCCC1)c1cc(-c2ccc(Cl)cc2)on1
-6.7%[76.3 µM]	OCCC1CN(CCCc2ccccc2)CCN1Cc1ccc(F)cc1 (stereo not drawn)
-0.4%[76.3 µM]	Cc1ccc(NC(=O)CNC(=O)c2ccco2)cc1Cl
-2.8%[76.3 µM]	CC(=O)Nc1ccc(C(=O)Nc2ccncc2)cc1
u	CCOP(=O)(OCC)C1NC(=O)N(c2ccccc2)C1=O (stereo not drawn)
8.7%	O=C(NC(Cc1ccccc1)C(=O)O)/C(=C/c1cccc(Br)c1)NC(=O)c1ccco1 (stereo not drawn)
